# PP5 inh: inhibitors of human protein phosphatase 5 (PP5); purified PP5c, OMFP substrate fluorescence; inhibition, % at 6.7 µM; P53041; 320,000 tested, 0.18% active; AID 1987;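 active = inhibition above the campaign's mean inhibition across all tested compounds plus 3 SD, cut at about 9.5% in these data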;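 note: 0% = DMSO only and 100% = 100 µM cantharidin control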
# TPT1 inh: inhibitors of Candida albicans tRNA 2'-phosphotransferase TPT1; recombinant caTPT1, FP RNA substrate dephosphorylation; AID 1962; inhibition, % at 5 µM; 300,000 tested, 0.81% active;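 active = inhibition above the mean of all tested compounds plus 3 SD, set per screening campaign, cut at about 24% in these data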;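 note: plate controls were DMSO alone for no effect and ferristatin control at 100 nM for full effect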
# JMJD2C inh: blocks human GASC-1 demethylase activity. Q9H3R0. GST-JMJD2C(1-420) H3K9me3 demethylation, DELFIA europium. inhibition, % at 2.35 µM. 330,000 tested, 0.069% active. AID 2099;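 active = more than half of a compound's replicate wells show inhibition beyond 50%, single wells judged on their own value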;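 note: signal counts dimethyl H3K9 product captured on neutravidin plate; 0% = median of DMSO wells and 100% = 0.3 times that DMSO median; strong numbers were not always called active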
# Fh CTSL1 inh: counter-screen for PFM18AAP inhibitors: inhibitors of F. hepatica cathepsin L1; recombinant F. hepatica cathepsin L1, Z-Leu-Arg-MCA fluorescence; inhibition, % at 5.96 µM; 300,000 tested, 0.49% active; AID 1906;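 active = inhibition above the mean of all tested compounds plus 3 SD, set per screening campaign, cut at about 17% in these data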;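 note: 0% = plate median of test compound wells and 100% = 1 µM Z-Phe-Ala-diazomethylketone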
# LYPLA2 counter: blocks human lysophospholipase 2, a PME1 counter-screen; 320,000 tested, 0.38% active; AID 2177; recombinant LYPLA2, FP-Rh probe fluorescence polarization; inhibition, % at 5.9 µM;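 active = inhibition above the screen-wide mean plus 3 SD, limit set per campaign, cut at about 26% in these data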;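 note: 0% = LYPLA2 with DMSO and 100% = wells lacking LYPLA2 enzyme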
# Target sequence (O95372 whole entry, looked up): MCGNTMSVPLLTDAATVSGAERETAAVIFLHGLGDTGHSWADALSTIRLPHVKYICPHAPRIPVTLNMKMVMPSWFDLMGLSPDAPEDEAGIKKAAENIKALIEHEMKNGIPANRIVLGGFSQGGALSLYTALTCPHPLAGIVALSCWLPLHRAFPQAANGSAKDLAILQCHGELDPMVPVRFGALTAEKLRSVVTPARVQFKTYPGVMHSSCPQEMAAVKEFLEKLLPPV
# PREPL inhibitor: human PREPL enzyme inhibition. inhibition, % at 5.96 µM. 320,000 tested, 0.68% active. Q4J6C6. recombinant PREPL, fluorescence polarization activity-based probe; in the data active = inhibition above about 43%;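 note: 0% = enzyme with DMSO and 100% = wells lacking enzyme; many of its hits are not listed in these tables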
# Target sequence (Q4J6C6 whole entry, looked up): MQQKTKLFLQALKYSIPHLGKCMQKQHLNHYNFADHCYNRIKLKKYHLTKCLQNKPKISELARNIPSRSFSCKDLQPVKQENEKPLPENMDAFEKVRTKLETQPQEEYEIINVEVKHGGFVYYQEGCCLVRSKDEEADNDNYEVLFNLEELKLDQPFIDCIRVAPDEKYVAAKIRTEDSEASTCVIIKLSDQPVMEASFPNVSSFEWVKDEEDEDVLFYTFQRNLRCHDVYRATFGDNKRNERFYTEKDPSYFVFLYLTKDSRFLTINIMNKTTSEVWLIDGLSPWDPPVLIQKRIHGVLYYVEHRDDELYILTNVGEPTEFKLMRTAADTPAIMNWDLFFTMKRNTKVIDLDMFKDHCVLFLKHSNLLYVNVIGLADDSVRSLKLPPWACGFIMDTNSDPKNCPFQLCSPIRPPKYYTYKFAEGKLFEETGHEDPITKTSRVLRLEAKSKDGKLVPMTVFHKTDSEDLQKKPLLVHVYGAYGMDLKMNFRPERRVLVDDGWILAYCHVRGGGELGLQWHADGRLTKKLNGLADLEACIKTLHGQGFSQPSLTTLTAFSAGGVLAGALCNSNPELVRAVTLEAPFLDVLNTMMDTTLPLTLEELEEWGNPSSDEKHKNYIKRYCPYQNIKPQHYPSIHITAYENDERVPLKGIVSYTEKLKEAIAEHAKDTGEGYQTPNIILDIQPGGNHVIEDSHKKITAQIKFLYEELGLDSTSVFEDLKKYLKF
# PP1 counter: counter-screen for PP5 inhibitors: inhibitors of human PP1-alpha | inhibition, % at 6.7 µM | 320,000 tested, 0.9% active | P62136 | purified PP1alpha, OMFP fluorescence;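 active = inhibition above the mean inhibition of all tested compounds plus 3 SD, computed separately for each screening campaign, cut at about 15% in these data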
# HCV core dimer: blocks dimerization of HCV core protein; TR-FRET GST/Flag-core106 dimerization, 1536-well; inhibition, % at 5 µM; 300,000 tested, 0.33% active;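 active = inhibition above the mean of all tested compounds plus 3 SD, set per screening campaign, cut at about 45% in these data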
#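 Assay system: GST-tagged and Flag-tagged HCV core protein residues 1-106 / Times: compound-protein-antibody incubation 4 h at 22.5 °C / Signal: time-resolved FRET, ex 340 nm, em 617 and 671 nm / Evaluation: % inhibition based on acceptor/donor emission ratio / Benchmarks: wells lacking GST-core106 and wells with excess unlabelled core106 / Repeats: singlicate, one well per compound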
# Efflux pump mplx: blocks antifungal efflux pumps in multiplex yeast assay. S. cerevisiae Candida pump triplex, Nile Red efflux. AID 485275. 330,000 tested, 0.44% active. inhibition, % at 10 µM;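 active = plate passing quality check with inhibition over a set limit, or well fluorescence over plate mean plus 4 SD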;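 note: Nile Red retained in pooled yeast measured as flow cytometry median fluorescence; 0% = buffer negative control and 100% = Enniatin B positive control; higher means more Nile Red kept so more efflux inhibition; some compounds called inactive have numbers as strong as hits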
# Active calls of the source: *; . = no result given.
SMILES	PP5 inh	TPT1 inh	JMJD2C inh	Fh CTSL1 inh	LYPLA2 counter	PREPL inhibitor	PP1 counter	HCV core dimer	Efflux pump mplx
CN(C)c1ccc(P(=O)(Nc2cccc(C(F)(F)F)c2)N2CCOCC2)c(NC(=O)c2cccs2)c1 (stereo not given)	2.8	0.0	1.4	3.9	4.7	6.5	0.9	9.2	0.1
CN(CC(=O)Nc1c(Cl)cccc1Cl)C(=O)CCC1CCCC1	1.4	2.1	4.7	-2.2	3.4	12.0	-3.2	-2.2	-0.3
O=C(Cc1ccccc1)NC(Nc1ccccc1)C(Cl)(Cl)Cl (stereo not given)	3.3	-4.0	5.7	0.5	1.7	-15.2	3.3	-4.8	0.0
Cc1cccc(C(=O)NC(=S)NNC(=O)c2ccccc2Cl)c1	5.4	2.0	6.6	-2.1	0.7	0.4	3.0	-4.9	-0.6
O=C(c1ccco1)N1CCCC(N2CCN(c3ccccc3F)CC2)C1 (stereo not given)	-0.8	3.1	-3.6	1.0	6.1	5.2	-1.7	7.1	0.1
Cn1nccc1C(=O)N1CCN(c2ccc(F)cc2)CC1	-1.3	6.7	11.1	-0.8	-3.9	14.9	-1.5	-2.1	0.3
O=C(c1cccc(S(=O)(=O)Nc2cccc(C(F)(F)F)c2)c1)N1CCOCC1	-0.3	-0.2	2.9	3.6	-1.5	-2.6	-3.6	-1.6	0.0
O=C(C[C@H]1C(=O)N(Cc2ccccc2)C[C@@H]1Cc1ccccc1)Nc1ccccc1	4.1	-4.9	-2.6	2.9	3.5	2.8	1.4	14.2	0.0
O=C(O)c1cc(NC(=O)c2ccco2)cc(NC(=O)c2ccco2)c1	2.3	-1.1	0.2	-0.7	4.7	16.2	4.3	-12.0	-0.1
COCCn1c(SCC(=O)Nc2ccc(NC(C)=O)cc2)nc2ccccc2c1=O	3.4	-1.0	-4.5	-2.3	-8.1	-12.9	-2.9	1.1	0.5
O=c1c2c3c(sc2nc2n1CCCS2)CCCC3	1.9	1.1	-3.2	-2.3	-9.4	-11.3	-5.9	1.8	0.3
Cc1cc(N2CCOCC2)c2c(N)c(C)cc(C)c2n1	-0.5	-2.5	.	5.1	7.1	5.0	-1.9	-10.4	-0.1
Clc1ccc(SCc2csc(N3CCOCC3)n2)cc1	1.7	-0.3	-13.6	-13.0	5.2	19.9	-4.8	0.3	-0.1
CCc1c(O)nc(SCC(=O)Nc2cc(C)on2)n(-c2ccccc2)c1=O	4.6	0.0	11.8	-3.8	7.1	-3.6	0.6	-7.4	0.3
Cc1[nH]c2ccccc2c1CCN(Cc1cccs1)C(=S)Nc1ccccc1	1.6	2.6	5.3	-1.6	-11.4	-0.3	0.4	2.8	0.2
Cc1cccc(NC(=O)C2CCCN(c3cnccn3)C2)c1 (stereo not given)	3.1	-1.9	11.2	4.6	7.9	6.5	-1.3	-0.6	0.1
O=S(=O)(c1ccc2c(c1)C(=NO)c1cc(S(=O)(=O)N3CCCCC3)ccc1-2)N1CCCCC1	-0.4	2.5	0.7	8.4	-54.8	0.1	0.6	48.4*	-0.2
COc1ccc(S(=O)(=O)NCC(c2ccc(C)cc2)N2CCN(C)CC2)cc1OC (stereo not given)	2.3	-5.6	-39.8	-0.7	-3.7	-22.4	-4.7	-1.1	0.4
COc1ccc(S(=O)(=O)N2CCN(Cc3ccc4c(c3)OCO4)CC2)cc1F	-0.9	0.3	-16.4	-1.5	-0.9	11.6	-1.5	2.5	0.1
Cc1ccc(S(=O)(=O)CCC(=O)N2CCN(c3ccc(Cl)cc3)CC2)cc1	1.6	-1.0	2.2	-10.3	6.8	-5.4	4.0	0.2	0.0

# Additional results follow.
SMILES	PP5 inh	TPT1 inh	JMJD2C inh	Fh CTSL1 inh	LYPLA2 counter	PREPL inhibitor	PP1 counter	HCV core dimer	Efflux pump mplx
COc1cccc(/C=C2\SC(=S)N(N3C(=O)CCCC3=O)C2=O)c1	1.3	-2.4	2.9	-1.5	-1.6	-4.1	3.0	5.0	-0.1
Cc1nc(N(C)C)c2sc(=S)n(-c3ccccc3)c2n1	1.8	0.0	3.2	-0.7	4.5	7.0	-1.1	0.6	0.1
CCOc1ccc(OCc2cccc(C(=O)N3CCCC3)c2)cc1	-0.6	-0.3	4.4	-3.3	8.6	2.3	-4.7	4.2	0.0
CC(C)OCCCn1c(-c2ccco2)nc2nc3ccccc3nc21	4.0	25.8*	4.5	2.8	0.8	9.4	-1.6	10.7	-0.1
Cc1ccc(-c2cnc(C3CC3)o2)cc1S(=O)(=O)Nc1ccccc1	3.2	-4.8	-17.4	3.2	5.9	-3.2	2.2	1.7	-0.2
CC(=O)Nc1ccc(C(=O)N(C)C(C(=O)Nc2ccc(C)cc2)c2ccccn2)cc1 (stereo not given)	-0.4	-1.8	-3.4	2.8	5.2	-2.6	-1.3	6.8	0.2
Cc1ccc(-n2nnc(-c3cccnc3Cl)n2)cc1	1.9	1.8	16.9	-4.2	-2.0	13.7	-0.5	-0.9	.
Cc1ccc(CCc2nnc(SCC(=O)Nc3ccccc3Cl)n2-c2ccccc2)o1	1.2	-3.6	-12.0	1.5	-5.0	1.4	7.4	11.9	0.2
Cc1c(NC(=O)CCCCCN2C(=O)C3C4C=CC(C4)C3C2=O)c(=O)n(-c2ccccc2)n1C (stereo not given)	2.1	0.1	-0.9	0.1	-4.3	1.1	0.5	0.6	0.1
OC(CNCc1ccccc1F)COc1cccc2ccccc12 (stereo not given)	-0.2	2.0	-3.0	1.8	4.3	-25.2	-0.4	4.2	0.3
CC(C)(C)C(=O)N1CCn2c1nc1ccccc12	-0.3	-2.6	-2.7	1.3	6.8	-4.3	0.8	-0.7	0.2
O=C(Nc1cccc(Cl)c1)N1CCN(C2c3ccccc3-c3ccccc32)CC1	3.5	-0.3	3.7	1.1	-25.7	-26.7	-4.6	6.1	-0.2
COc1ccc(CCNC(=O)c2ccc(N3CCCC3=O)cc2)cc1	1.1	2.6	5.7	-5.7	-8.3	0.1	-11.6	-4.8	0.3
COc1ccc(-c2noc(N3CCC(C(=O)Nc4ccc(F)cc4)CC3)n2)cc1	1.0	-0.3	2.4	1.3	-5.5	-0.2	-0.6	18.6	0.1
CCc1ccc(NC(=O)Nc2cc(C(=O)NCC3CCCO3)ccc2N2CC3CC(C2)c2cccc(=O)n2C3)cc1 (stereo not given)	0.3	-1.5	3.4	0.9	9.5	7.2	-2.0	8.9	0.2
Cc1ccc(S(=O)(=O)NC(=O)Nc2cc(C)ccc2F)cc1	1.9	-1.0	-42.2	-0.3	0.9	13.0	-4.1	-2.4	0.4
Cc1nn(-c2cccc(C(F)(F)F)c2)c(Cl)c1/C=N/n1cnnc1	4.1	1.2	-2.1	1.4	4.9	-3.3	4.7	-3.1	0.1
Cc1ccccc1-c1ccc(Nc2ccc(C(=O)N3CCOCC3)cc2)nn1	-0.3	0.9	2.6	0.3	-4.8	3.9	-2.4	-3.8	-0.1
CC1CC(C)CN(S(=O)(=O)c2cc(C(=O)O)c(Cl)s2)C1 (stereo not given)	-1.3	-2.6	0.9	-2.8	1.6	-1.7	0.5	-7.3	9.7*
COCCNC(=O)Cn1c(=O)n(Cc2ccc(C(=O)NCCc3ccc(OC)c(OC)c3)cc2)c(=O)c2ccccc21	2.5	-1.4	-12.5	-1.1	1.7	-6.0	-1.2	1.8	-0.1

# Going on with the list.
SMILES	PP5 inh	TPT1 inh	JMJD2C inh	Fh CTSL1 inh	LYPLA2 counter	PREPL inhibitor	PP1 counter	HCV core dimer	Efflux pump mplx
O=C(NCc1ccco1)c1c(F)c(F)c(F)c(C(=O)NCc2ccco2)c1F	-4.1	-4.2	-0.1	2.6	-1.0	1.2	-5.5	9.6	0.0
COc1ccccc1Nc1ccc(C(=O)NC2CCCCC2)cn1	3.6	1.2	3.7	-3.0	-3.1	3.3	-9.1	-5.3	0.2
COc1ccc(NC(=O)c2coc3ccccc23)cc1OC	1.2	-0.9	0.6	1.0	2.6	16.3	-7.2	0.3	0.1
CCOC(=O)C1CCN(c2ccc(-c3cccs3)nn2)CC1	-3.1	-2.5	-23.1	0.1	-4.1	4.0	-0.6	4.0	0.0
CCOC(=O)C1(CCCc2ccccc2)CCN(C(=O)COC)CC1	-0.5	1.7	-0.5	-7.0	-0.1	4.2	-2.1	-6.2	-0.1
CSc1ccc(CN(C)CC(=O)NCc2ccccc2)cc1	0.0	2.2	1.8	1.5	-4.3	-36.5	-0.7	0.9	-0.1
CCOc1ccc(NC(=O)Cn2nnc(C(=O)NCc3ccco3)c2N)cc1	-1.2	-2.4	-5.0	2.6	2.8	-5.1	0.1	-2.4	0.0
CCCc1nc(S(=O)(=O)Cc2ccc(Cl)cc2Cl)n[nH]1	-2.2	2.2	0.6	1.8	-0.4	0.9	-4.5	-0.1	-0.1
CCC1CCCCN1CCCNC(=O)Cn1cnc2sc(C)c(S(=O)(=O)N3CC(C)CC(C)C3)c2c1=O (stereo not given)	-1.6	3.3	1.7	-1.9	-6.0	-14.3	0.7	8.4	0.0
O=C(COC(=O)c1ccc(=O)[nH]c1)Nc1cccc(S(=O)(=O)N2CCOCC2)c1	0.4	-0.3	-1.4	-9.2	-4.7	-8.5	-0.4	-2.4	-0.1
CCOc1cc(C(=S)N2CCCCC2)ccc1OS(=O)(=O)c1ccc(Cl)cc1	6.9	4.1	22.8	0.3	-6.4	-3.4	-1.2	1.4	0.1
Cc1ccc(NC(=O)CC2COc3ccccc3O2)cc1 (stereo not given)	-1.2	0.9	3.0	-3.7	1.7	-23.2	0.9	-2.9	0.0
O=C(CN1CCCC1)Nc1sc2c(c1C(=O)Nc1ccc(Br)cc1)CCC2	4.6	3.8	-4.5	-3.0	-3.8	-41.1	7.1	-0.2	-0.2
Cc1ccc(N/C=C(\C#N)S(=O)(=O)c2ccccc2)cc1	3.5	-1.1	10.0	1.4	1.0	-6.4	2.9	-0.2	0.1
Cc1scc(C(=O)N/N=C/c2ccc(Cl)s2)c1C	0.4	1.4	0.8	0.6	2.3	1.9	-0.2	-7.4	0.1
CCCC(=O)OCC(=O)Nc1ccccc1C#N	1.0	0.3	9.5	-9.6	1.1	-1.4	-0.7	-6.4	0.0
CNC(=O)c1cc2cc(OC)ccc2n1CCN(C)C	-3.6	-2.3	0.6	0.1	0.2	-32.1	-4.7	-1.5	0.0
O=C(Cc1ccccc1)NS(=O)(=O)c1ccc(N=NN2CCOCC2)cc1	-3.8	-0.9	-22.9	-3.6	-15.0	-3.1	-6.3	-4.2	0.1

# Shown with two lines to a compound: part of the list above
# Each structure is followed by: PP5 inh | TPT1 inh | JMJD2C inh | Fh CTSL1 inh | LYPLA2 counter | PREPL inhibitor | PP1 counter | HCV core dimer | Efflux pump mplx
CCC1CCCCN1CCCNC(=O)Cn1cnc2sc(C)c(S(=O)(=O)N3CC(C)CC(C)C3)c2c1=O (stereo not given)
→ -1.6 | 3.3 | 1.7 | -1.9 | -6.0 | -14.3 | 0.7 | 8.4 | 0.0
O=C(COC(=O)c1ccc(=O)[nH]c1)Nc1cccc(S(=O)(=O)N2CCOCC2)c1
→ 0.4 | -0.3 | -1.4 | -9.2 | -4.7 | -8.5 | -0.4 | -2.4 | -0.1

# Marked active in Efflux pump mplx, of those listed so far:
mol,PP5 inh,TPT1 inh,JMJD2C inh,PREPL inhibitor,HCV core dimer,Efflux pump mplx
CC1CC(C)CN(S(=O)(=O)c2cc(C(=O)O)c(Cl)s2)C1 (stereo not given),-1.3,-2.6,0.9,-1.7,-7.3,9.7*

# Assay outcomes from PubChem.

# Some of the compounds tested; the hit share may differ from the screen's.
